# High-throughput results from PubChem BioAssay.
# CHO-K1 Ca antag: counter-screen for M1 antagonists: effect in parental CHO-K1 cells | hit rate 0.6% among 360,000 | inhibition, % at 3 µM | AID 602250 | ATP-induced calcium, Fluo-8 fluorescence;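 active = inhibition above a per-plate cutoff, the plate's mean sample inhibition plus 3 SD, cut at about 24% in these data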;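 also: 0% = DMSO plus EC80 ATP and 100% = DMSO alone without ATP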
# TAAR1 antagonist: human TAAR1 antagonists, primary screen, Fluo-8 calcium fluorescence, CHO RD-HGA16 cells; Trace amine-associated receptor 1 (Homo sapiens), Q96RJ0; antagonist; inhibition, % at 3 µM; hit rate 1.5% among 360,000;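 active = inhibition above a per-plate cutoff, the mean inhibition of test compounds on that plate plus 3 SD, cut at about 49% in these data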;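 also: 0% = DMSO plus EC80 beta-PEA response and 100% = DMSO alone without agonist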
#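 Assay system: CHO-derived RD-HGA16 cells stably expressing human TAAR1 plus Gα16. Timing: 140 s kinetic read after compound, 140 s after agonist. Technique: kinetic Fluo-8 calcium fluorescence measurement. Measure: % inhibition of agonist calcium response.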
# CHO-K1 Ca PAM: nonselective calcium activators in parental CHO-K1 cells, primary screen, counter-screen for M1 PAM project, cell-based, Fluo-8 calcium fluorescence, full deck, 1536-well. hit rate 0.02% among 360,000. ATP EC20; 0% at ATP EC20, 100% at ATP max. activation, % at 3 µM. AID 602247, 2012;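 active = activation above the run cutoff, the mean activation of all test compounds plus 3 SD, cut at about 40% in these data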;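 also: peak over basal fluorescence ratio in a 140 s read after ATP addition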
# CHO-K1 Ca ag: counter-screen for M1 agonists: effect in parental CHO-K1 cells. activation, % at 3 µM. AID 602248, 2012. Fluo-8 calcium fluorescence; scaled to maximal ATP response, vehicle zero. hit rate 0.48% among 360,000; in the data active = activation above about 15%;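 also: untransfected CHO-K1 host cells lacking M1 receptor as counterscreen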
# TAAR1 ag: human TAAR1 agonists, primary screen, Fluo-8 calcium fluorescence, CHO RD-HGA16 cells. Trace amine-associated receptor 1 (Homo sapiens), Q96RJ0. vehicle wells 0%, saturating PEA agonist 100%. activation, % at 3 µM. hit rate 0.99% among 360,000. AID 624467, 2012;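 active = activation above the mean activation of all test compounds in the run plus 3 SD, cut at about 38% in these data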
#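 Benchmarks: low control DMSO, high control PEA (EC100); System: CHO RD-HGA16 cells carrying human TAAR1 plus Gα16; Detection: Fluo-8 fluorescence, 5 s baseline then 140 s kinetic read; Schedule: 17-24 h plating, Fluo-8 75 min 37 °C, 30 min RT; Read-out basis: % activation from peak over basal fluorescence ratio, DMSO-to-PEA scaled.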
# CHO parental Ca: ATP-evoked calcium signal inhibitors, parental CHO, primary screen, counter-screen for OX1R antagonist project, cell-based, fluorescence, Fluo-8 calcium dye; hit rate 0.63% among 330,000; parental CHO-K1, ATP-induced calcium, Fluo-8 fluorescence; inhibition, % at 5.6 µM;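 active = inhibition above that plate's mean sample inhibition plus 3 SD, cut at about 26% in these data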;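 also: 0% = ATP-challenged DMSO wells and 100% = DMSO wells without ATP; some compounds past the cut are filed as inactive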
#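 Assay system: parental CHO cells; Read-out basis: percent inhibition of ATP-evoked calcium rise, normalized to controls; Benchmarks: ATP and no-ATP DMSO wells; Compound dosing: single nominal dose of 5.6 µM per compound; Signal: Fluo-8 calcium dye fluorescence; Also added: ATP as calcium-mobilizing challenge; Repeats: singlicate.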
# M1 ag: human M1 muscarinic receptor agonists, primary screen, Fluo-8 calcium fluorescence, CHO-K1 cells, HTS; AID 588814, 2011; hit rate 0.33% among 360,000; Muscarinic acetylcholine receptor M1 (Homo sapiens), P11229; CHO-K1 hM1, agonist mode; 0% DMSO, 100% acetylcholine EC100; activation, % at 3 µM;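 active = activation above the run's mean compound activation plus 3 SD, cut at about 16% in these data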;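 also: peak over basal fluorescence ratio within a 140 s kinetic read after compound addition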
# Target sequence (P11229 whole entry, looked up): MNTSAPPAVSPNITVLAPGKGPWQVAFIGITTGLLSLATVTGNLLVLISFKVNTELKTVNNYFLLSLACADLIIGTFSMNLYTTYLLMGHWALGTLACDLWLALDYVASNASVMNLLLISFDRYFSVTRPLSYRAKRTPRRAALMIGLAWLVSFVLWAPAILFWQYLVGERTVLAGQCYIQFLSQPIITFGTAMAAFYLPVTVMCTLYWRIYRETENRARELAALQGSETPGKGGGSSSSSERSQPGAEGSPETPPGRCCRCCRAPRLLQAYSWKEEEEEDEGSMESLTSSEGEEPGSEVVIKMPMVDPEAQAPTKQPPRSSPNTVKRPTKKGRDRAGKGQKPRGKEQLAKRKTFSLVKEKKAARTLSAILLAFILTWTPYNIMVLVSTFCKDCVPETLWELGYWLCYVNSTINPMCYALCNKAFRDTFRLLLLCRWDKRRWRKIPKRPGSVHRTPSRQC
# OXTR potentiate: human OXTR potentiators, primary screen, fluorescence, CHO-OTR cells, Fluo-8 calcium; Fluo-8 calcium fluorescence, potentiator mode; 0% = oxytocin EC15, 100% = EC100; activation, % at 3 µM; hit rate 0.061% among 320,000;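 active = activation above that plate's cutoff, the mean activation of tested compounds plus 3 SD, cut at about 6.6% in these data, passing the limit was not always enough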;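 also: 100% uses oxytocin at 75 nM as the full agonist control; some results filed as inactive read as strong as hits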
# Target sequence (P30559 whole entry, looked up): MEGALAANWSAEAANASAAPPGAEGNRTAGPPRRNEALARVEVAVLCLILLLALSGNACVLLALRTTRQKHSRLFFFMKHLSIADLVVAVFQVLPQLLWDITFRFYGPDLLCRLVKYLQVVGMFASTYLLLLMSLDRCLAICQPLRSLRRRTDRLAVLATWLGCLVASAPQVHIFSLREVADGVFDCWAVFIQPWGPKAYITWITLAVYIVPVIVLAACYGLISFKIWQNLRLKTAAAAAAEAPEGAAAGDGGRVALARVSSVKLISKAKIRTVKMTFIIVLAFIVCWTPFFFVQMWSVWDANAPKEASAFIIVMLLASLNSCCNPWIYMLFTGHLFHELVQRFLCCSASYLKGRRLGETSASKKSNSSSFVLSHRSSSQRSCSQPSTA
#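 Material: human OTR in CHO cells. Compound: 3.0 µM, one dose. Timing: compound 6 min at room temperature before oxytocin, 100 s read. Evaluation: % activation of max/min ratio relative to oxytocin controls. Replication: single well per compound, singlicate. Signal: Fluo-8 calcium dye fluorescence.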
# M1 antag: human M1 muscarinic receptor antagonists, primary screen, CHO-K1 cells, Fluo-8 calcium fluorescence, 1536-well. AID 588852, 2011. inhibition, % at 3 µM. CHO-K1 hM1, ACh EC80 antagonist. hit rate 1.3% among 360,000;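 active = percent inhibition above its own plate's cutoff, namely the mean of that plate's compound wells plus 3 SD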;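 also: peak over basal fluorescence ratio during 140 s after agonist addition; 0% = ACh EC80 plus DMSO and 100% = DMSO alone without agonist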
# * marks the source's active call; other numbers are inactive results; nt = no result given.
SMILES,CHO-K1 Ca antag,TAAR1 antagonist,CHO-K1 Ca PAM,CHO-K1 Ca ag,TAAR1 ag,CHO parental Ca,M1 ag,OXTR potentiate,M1 antag
OCC1(CCOc2ccccc2)CCN(Cc2ccc(OC(F)F)cc2)CC1,8,-16,-9,0.9,10,-21,-9,-7,10
CC(=O)Nc1ccc(NC(=O)CSc2nnc(-c3cccs3)n2C)cc1,-17,-1,27,1.0,1,1,-7,0,-15
CN(CC(=O)Nc1ccccc1F)S(=O)(=O)c1ccc2c(c1)n(C)c(=O)c(=O)n2C,-6,-1,1,0.4,-1,-12,-3,-1,-12
CNc1nc(OCC(F)(F)F)nc(N2CCOCC2)n1,-11,4,7,0.0,4,-3,-5,2,-6
N#Cc1ccc(CN2CCN(CC(=O)NCCc3ccc(Cl)cc3Cl)CC2)cc1,-9,10,9,2.1,9,-21,-4,-8,-1
COc1ccccc1N1CCN(C(=O)CCCn2c(=S)[nH]c3ccccc3c2=O)CC1,-11,65*,22,3.5,8,nt,1,nt,-17
CN(C)c1nc2c(c(=O)[nH]c(=O)n2C)n1CCOc1ccccc1,1,0,9,0.9,-1,3,-1,-6,-18
O=C(CCc1nnc(COc2ccccc2)o1)NCc1ccccc1C(F)(F)F,8,-10,-8,0.1,-1,-19,-2,1,7
CN(CC(=O)Nc1ccccc1F)CC(=O)Nc1ccccc1Br,-9,-18,-2,3.8,1,-19,-2,-11,-4
CC(C)NC(=O)CC1(C(=O)NCc2ccc(Cl)cc2)CCCC1,-21,-9,28,0.6,1,-4,-3,-17,-25
Cn1c(CCNC(=O)OC(C)(C)C)n[nH]c1=S,3,1,4,-0.2,18,-2,7,-5,-4
COc1ccc(N2CCN(C3CCCN(Cc4ccc(F)c(F)c4)C3)CC2)cc1 (configuration not stated),-9,-22,-1,0.8,2,-21,-7,5,-18
O=C(CCN1C(=O)c2ccc([N+](=O)[O-])cc2C1=O)Nc1ccccc1C(=O)O,-5,11,7,0.2,0,8,-2,-5,-23
O=C(Nc1ccnn1C1CCN(C2CCC2)CC1)c1cccc(F)c1,7,8,-9,-0.2,0,-11,-7,-1,7
Cc1ccc(C(=O)N2CCN(c3cccc(Cl)c3)CC2)cc1C,-18,0,7,0.6,1,-22,0,-5,-11
O=C(Cc1ccc([N+](=O)[O-])cc1)NC(C(=O)O)C(O)c1cccc([N+](=O)[O-])c1 (configuration not stated),2,-4,-21,-0.5,1,-5,0,-4,-6
COc1ccc(C(=O)Nc2nnc(-c3ccccc3)s2)cc1,-17,5,11,0.3,0,nt,0,nt,-24
Cc1csc2nc(O)c(C(=O)NCC3CCCO3)c(=O)n12 (configuration not stated),-2,-10,3,1.4,3,-6,-2,-6,-8
COc1ccccc1NC(=O)COC(=O)CNC(=O)C1CCCCC1,-5,-9,15,0.2,0,-5,-1,10,-18
Cc1ccc(NC(=O)CSc2nc3ccccc3c3nc(CCc4c(C)n[nH]c4C)nn23)cc1F,10,14,8,-0.2,15,-21,-3,-13,2
COc1ccc(Sc2ccc(-c3nc4cnccn4c3NC3CCCCC3)cc2OC)cc1,-16,58*,0,0.6,10,-10,-4,0,-3
COc1ccccc1NC(=O)CC1C(=O)Nc2ccccc2N1C(=O)c1ccccc1 (configuration not stated),-8,-4,13,0.6,2,-15,-1,-4,-1
O=C(O)CCN(Cc1ccccc1)S(=O)(=O)c1ccc(Cl)cc1F,-12,-25,8,1.9,1,8,-3,-16,8
CCOc1ccccc1NC(=O)c1cc(C(=O)Nc2ccccc2OCC)cc(N2C(=O)CCC2=O)c1,-4,46,12,4.3,13,-5,-4,-6,12
COc1ccc(NC(=O)COC(=O)CC23CC4CC(CC(C4)C2)C3)c([N+](=O)[O-])c1,-2,-29,19,0.4,0,-12,-9,-9,-3
C#CCOCCOCCOCCNc1nc(N2CCN(C(=O)[C@H]([C@@H](C)CC)n3cc(CCC(=O)O)nn3)CC2)nc(N2CCN(C(=O)[C@H](CCCCN)n3cc(CCCC)nn3)CC2)n1,-15,-1,4,0.9,1,nt,-2,nt,-3
Clc1ncccc1OCc1ccccc1,-16,-16,15,1.6,3,-26,-3,0,-8
CCOc1ccccc1CNS(=O)(=O)c1ccc2c(c1)C(C)(C)C(=O)N2C,5,-1,-1,1.7,1,-10,-2,-4,-4
Cc1ccc(S(=O)(=O)Cn2nnnc2C(C(C)C)N2CCSCC2)cc1 (configuration not stated),-28,3,11,1.4,9,-13,-4,-5,-15
O=C(OC(C(=O)NC1CCCCC1)c1ccccc1)c1ccco1 (configuration not stated),2,1,18,0.1,-2,-18,-2,-5,-8

# TAAR1 antagonist: entries above that show a hit
mol	TAAR1 antagonist	TAAR1 ag	M1 ag	OXTR potentiate	M1 antag
COc1ccccc1N1CCN(C(=O)CCCn2c(=S)[nH]c3ccccc3c2=O)CC1	65*	8	1	nt	-17
COc1ccc(Sc2ccc(-c3nc4cnccn4c3NC3CCCCC3)cc2OC)cc1	58*	10	-4	0	-3

# More entries follow:
SMILES,CHO-K1 Ca antag,TAAR1 antagonist,CHO-K1 Ca PAM,CHO-K1 Ca ag,TAAR1 ag,CHO parental Ca,M1 ag,OXTR potentiate,M1 antag
COc1ccc(CN=Nc2cc(C)nc(NS(=O)(=O)c3ccccc3Cl)n2)cc1,nt,-12,nt,nt,2,-6,nt,-6,nt
Cc1nc(NCC(c2ccccc2)N(C)C)c2c(C)c(C)sc2n1 (configuration not stated),-14,-4,-2,1.2,2,-23,-11,-5,5
COc1ccc(Cl)cc1C(=O)Nc1nnn(C)n1,-12,-8,12,0.1,5,-6,-1,-4,-8
O=C(O)c1cc(N/N=C/c2cccc3ccccc23)ccc1Cl,-12,5,5,1.4,0,6,-6,-19,-5
NC(=O)c1cc(NC(=O)CCCc2nc3ccccc3s2)cc(C(N)=O)c1,-13,-15,13,1.1,9,3,4,-3,-8
COc1ccc(C2C(C(=O)Nc3ccccc3)=C(C)Nc3nc(CCCO)nn32)cc1 (configuration not stated),12,5,-4,0.1,12,0,-2,-2,-4
Nc1ccccc1NC(=O)c1ccccc1N,-30,3,20,1.0,0,-11,-3,-5,-9
Cc1oc(-c2ccccc2F)nc1CS(=O)(=O)CC(=O)NCc1ccco1,0,-1,22,0.9,-1,-11,-3,-6,0
CCS(=O)(=O)N1CCC(C(=O)NCCN2CCN(Cc3ccccc3)CC2)CC1,3,1,-5,-0.3,0,-1,-12,-3,6
CC(=O)c1cn(N2CCCCC2)c(=O)[nH]c1=O,4,-10,-1,0.2,5,-3,-4,-7,-5
CCOP(=O)(OCC)C(Nc1ccc(OC)cc1)c1ccco1 (configuration not stated),-14,-13,14,0.3,8,0,-2,-4,-1
COc1cccc(C(C)(O)c2nc(-c3cc(F)cc(F)c3)cs2)c1 (configuration not stated),-13,-7,11,0.9,3,nt,-2,nt,-1
Fc1ccc(N=c2ssnc2Cl)c(F)c1,15,5,-4,12,27,-4,2,-20,21
CC(O)C(NS(=O)(=O)c1ccc(Cl)cc1)C(=O)OCC(=O)N1CCN(c2ccccc2)CC1 (configuration not stated),-11,0,21,2.3,4,-18,-6,-14,-5
CC(=O)N1CCn2c3ccc(C)cc3c3cccc1c32,-1,-21,14,0.1,-1,-9,-5,-3,-8
Cc1ccc(NC(=O)COC(=O)c2oc3ccccc3c2C)cc1S(=O)(=O)N1CCOCC1,4,-21,-12,0.5,5,nt,-4,nt,10
COc1ccc(N2CCN(C(=O)Cn3cnc4c(cnn4-c4ccccc4)c3=O)CC2)cc1,1,-15,-7,0.2,-1,4,-4,-12,3
Cc1[nH]c(=O)[nH]c(=S)c1C(=O)Nc1ccc(Cl)c(Cl)c1,2,9,-21,-0.1,5,-3,0,2,-11
O=C(c1ccco1)N1CCN(C(=O)c2ccc(CS(=O)c3ccc(Br)cc3)o2)CC1 (configuration not stated),-11,1,15,2.9,7,nt,-3,nt,-1
N/C(=N\OC(=O)Cc1ccc(-c2ccccc2)cc1)c1ccncc1,-10,13,28,3.0,6,-14,-9,-5,3
CC1(Cc2ccc(F)cc2)C(=O)Nc2c(Cl)cccc21 (configuration not stated),-9,1,24,0.5,2,nt,-5,nt,-12
COc1ccc(S(=O)(=O)N2CCN(C(=O)c3c(C)nn(-c4ccccc4)c3C)CC2)cc1,1,5,3,6.8,1,-17,-4,1,7
Cc1ccsc1C(C(=O)NC(C)(C)C)N(C(=O)c1csnn1)c1ccccc1 (configuration not stated),-11,5,21,-0.6,4,-25,-3,-12,-13
COC(=O)c1sccc1NC(=S)N1CCN(c2ccccc2F)CC1,-3,-10,18,-0.2,4,-6,-2,-1,-3
CCOC(=O)c1c(NC(=O)C2C3CCC(O3)C2C(=O)O)sc(C)c1-c1ccc(F)cc1 (configuration not stated),-13,1,15,1.0,4,-14,-5,-3,-8
CCC(C)c1ccc(NC(=O)C2CC2)cc1 (configuration not stated),-9,19,-1,0.7,15,7,-2,-19,-4
O=C(CCC1CCCC1)N=C1SC2CS(=O)(=O)CC2N1c1ccccc1F (configuration not stated),8,-1,-10,0.6,12,-11,-3,-11,0
CCn1c(C(=O)N2CCc3ccccc3C2)cc2oc3ccccc3c21,1,17,10,0.8,19,-27,-3,-11,-6
COCCn1c(=O)[nH]c2cc(C(=O)N3CCN(c4ccccc4OC)CC3)ccc2c1=O,12,15,-6,0.5,1,-10,-1,-9,10
COc1ccc(CC2(C)OC(c3ccccc3)=NN2C(C)=O)cc1 (configuration not stated),-8,-10,3,0.4,-1,-18,-3,-1,-4
COc1ccc(CNC(=O)C2CSC(c3ccc(OC)cc3)N2C(C)=O)cc1 (configuration not stated),5,-14,9,0.6,1,-4,-4,0,0
CCCCNC(=S)NNC(=O)c1cccnc1,-3,-8,12,0.3,12,-2,1,-7,-12
COCCCNC(=O)c1c(N)n(/N=C/c2ccccn2)c2nc3ccccc3nc12,-2,37,13,1.0,15,nt,-1,nt,-20
O=C1/C(=C\c2ccc([N+](=O)[O-])cc2)CCc2ccccc21,-13,-29,23,0.1,0,-9,-8,-6,-12
